High-throughput results deposited in PubChem BioAssay by National Center for Advancing Translational Sciences (NCATS).
Gal4-VP16 FLuc – counter-screen for ROR gamma inhibitors: Gal4-VP16 reporter; Drosophila S2 Gal4-VP16 UAS-luciferase, luminescence, 20 h; Potency, µM (doses to about 53.6 µM), inactives show at the top dose activity, negative = inhibition, most hits filed as inhibitors; 3.5% of 310,000 active;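 further: Gal4-VP16 expression switched on by copper sulfate through the metallothionein promoter; potency means the concentration at half of the fitted maximal effect; on the % scale 0 is the no-effect control and ±100 the full control effect; nearly all actives have a fitted effect of over 50% in size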
NPC1 promoter act – NPC1 promoter activation; Huh7 NPC1 promoter luciferase reporter, 24 h; Potency, µM (titrated, usually from 9.22 µM), inactives show top-dose activation, hits mostly activators; 2.4% of 320,000 active;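 further: potency means the concentration at half of the fitted maximal effect; % of control where 0% means no effect; nearly all actives have a fitted effect of over 60% in size; reporter is driven by a mutant NPC1 promoter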
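Luminescence read-out of NPC1 promoter-driven luciferase in stably transfected Huh7 cells; compounds delivered in DMSO and left 24 h at 37C, 5% CO2, qHTS titration format.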
RORgamma inh – ROR gamma (mouse) transcription inhibition. P51450. Potency, µM (titrated, usually from 53.6 µM), without a hit: at the highest dose activity change, negative = inhibition, hits mostly inhibitors. 5.4% of 310,000 active. AID 2551. Drosophila S2 Gal4-RORgamma UAS-luciferase reporter, 20 h; further: potency means the concentration at half of the fitted maximal effect; on the % scale 0 is the no-effect control and ±100 the full control effect; nearly all actives have a fitted effect of over 60% in size
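ROR gamma transcriptional activity was tracked as Gal4-UAS luciferase output in stably transfected Drosophila Schneider cells, with compound added 1 hr before 700 uM copper sulfate induction and a 20 hr ambient-temperature incubation.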
Giardia killer – kills Giardia lamblia | Giardia lamblia trophozoite viability | activity change, % at 7.66 µM, hits read low | 0.15% of 340,000 active | AID 540267; in the data active means activity change below about -80%; inconclusive means between about -30% and that limit;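 further: parasites exposed to compound for two days anaerobically before the ATP read; on the % scale 0 is the no-effect control and ±100 the full control effect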
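ATP-content bioluminescence gauges trophozoite survival. Cells (100/well) receive compound and incubate anaerobically for 48 hrs at 37 deg C; detection reagent follows for 15-30 min at room temperature.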
Tb PFK inh – inhibitors of T. brucei phosphofructokinase | O15648 | T. brucei PFK, ADP-Glo luminescence | Potency, µM (titrated, usually from 57.5 µM), inactives show at the top dose activity, negative = inhibition, hits mostly inhibitors | 0.17% of 330,000 active | AID 485367;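 further: potency means the concentration at half of the fitted maximal effect; 0% = uninhibited 1x PFK enzyme wells and -100% = no-enzyme wells; nearly all actives have a fitted effect of over 60% in size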
Target sequence (O15648 whole entry, looked up): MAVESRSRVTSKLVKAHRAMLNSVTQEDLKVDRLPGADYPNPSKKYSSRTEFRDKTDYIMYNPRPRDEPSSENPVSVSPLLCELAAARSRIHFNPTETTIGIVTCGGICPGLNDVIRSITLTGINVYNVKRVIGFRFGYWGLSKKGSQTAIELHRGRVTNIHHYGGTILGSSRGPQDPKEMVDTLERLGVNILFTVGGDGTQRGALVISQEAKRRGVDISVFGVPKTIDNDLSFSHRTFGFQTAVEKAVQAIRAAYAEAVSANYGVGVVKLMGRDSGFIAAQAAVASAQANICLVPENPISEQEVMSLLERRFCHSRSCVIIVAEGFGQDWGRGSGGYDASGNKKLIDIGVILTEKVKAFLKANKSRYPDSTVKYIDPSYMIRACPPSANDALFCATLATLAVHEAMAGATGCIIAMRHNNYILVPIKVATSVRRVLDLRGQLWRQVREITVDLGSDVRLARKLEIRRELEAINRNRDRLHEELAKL
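Activity is normalized to no-enzyme wells (full inhibition) and 1.25 nM enzyme wells (no inhibition). Reaction: 0.5 mM F6P, 0.1 mM ATP, 45 min RT, ADP-Glo luminescence; concentration-response curves fitted and classed by quality.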
FBPA coupling cs – inhibits coupling enzyme system, counter-screen for aldolase hits; coupling enzyme system counterscreen, AmpLite Red fluorescence; activity change, negative = inhibition, % at 58.2 µM, hits read low; 0.67% of 290,000 active; AID 2472; in the data active means activity change below about -30%; further: on the % scale 0 is the no-effect control and ±100 the full control effect
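Fluorescence at 525 nm excitation and 598 nm emission measured inhibition of the coupled detection system without aldolase. Compounds (at 57.5 uM final) were preincubated 10 min at room temperature with coupling enzyme reagent before a 20 min substrate/AmpLite Red step.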
ELG1 genotox – genotoxicity induction in ELG1-luciferase HEK293T cells. HEK293T ELG1-luciferase reporter, luminescence, 16 h. Potency, µM (top dose mostly 46 µM), for inactives: top-dose activity change, positive = activation, usual class: activators. AID 504466. 1.3% of 330,000 active; further: potency means the concentration at half of the fitted maximal effect; % of control where 0% means no effect; nearly all actives have a fitted effect of over 60% in size
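Reporter readout depends on ELG1 protein level, which increases with genetic stress. After 16 hr compound exposure at 37 °C, luciferase activity was quantified using ONE-Glo.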
uPA generation – cell surface uPA generation inhibition; 0.31% of 330,000 active; cell surface uPA generation assay, qHTS; Potency, µM (top dose mostly 38.3 µM), for inactives: at the highest dose activity change, negative = inhibition, hits mostly inhibitors; active means well fitted inhibition curve with a large enough effect; inconclusive means small, poorly fitted or top-dose-only effect; inactive means no such curve, though single readings can be large or run the other way; tested in mouse RAW 264.7 cells; further: potency means the concentration at half of the fitted maximal effect; on the % scale 0 is the no-effect control and ±100 the full control effect; nearly all actives have a fitted effect of over 55% in size
Rab9 promoter act – activators of Rab9 promoter. Huh7 Rab9 promoter-luciferase reporter, luminescence, 24 h. Potency, µM (series often up to 9.22 µM), without a hit: top-dose activation, negative = inhibition, usual class: activators. 2.8% of 320,000 active; further: potency means the concentration at half of the fitted maximal effect; % of control where 0% means no effect; nearly all actives have a fitted effect of over 60% in size
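Huh7 cells stably carrying Rab9 promoter–luciferase reporter, plated 1500 cells/well, compound added after 2 h and incubated 24 h at 37 °C; luciferase luminescence then read after 10 min with detection reagent.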
FLuc counter – inhibits or activates purified firefly luciferase, miR-21 counter-screen; purified FLuc, Km substrates, luminescence inhibition; 6.9% of 360,000 active; Potency, µM (titrated, usually from 57.5 µM), without a hit: top-dose activity change, negative = inhibition, most hits filed as inhibitors; P08659;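 further: potency means the concentration at half of the fitted maximal effect; plate controls were vehicle for no effect and reference inhibitor for full effect; nearly all actives have a fitted effect of over 55% in size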
Target sequence (P08659 whole entry, looked up): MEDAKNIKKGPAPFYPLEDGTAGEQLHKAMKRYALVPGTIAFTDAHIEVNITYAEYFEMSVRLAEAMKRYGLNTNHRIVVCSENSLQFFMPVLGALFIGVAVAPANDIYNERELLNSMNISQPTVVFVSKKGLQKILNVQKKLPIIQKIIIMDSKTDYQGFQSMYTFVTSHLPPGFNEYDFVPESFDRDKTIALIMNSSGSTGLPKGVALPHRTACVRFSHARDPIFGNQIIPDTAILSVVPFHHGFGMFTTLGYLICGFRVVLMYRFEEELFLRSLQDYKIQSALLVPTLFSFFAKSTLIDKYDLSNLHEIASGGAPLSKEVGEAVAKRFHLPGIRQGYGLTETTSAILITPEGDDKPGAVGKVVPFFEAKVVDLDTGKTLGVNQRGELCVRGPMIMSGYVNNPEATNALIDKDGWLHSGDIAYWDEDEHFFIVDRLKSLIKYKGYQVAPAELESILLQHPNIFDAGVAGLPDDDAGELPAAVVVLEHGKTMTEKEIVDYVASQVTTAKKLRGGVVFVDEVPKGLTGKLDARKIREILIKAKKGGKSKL
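Purified P. pyralis luciferase (10nM final) with 10uM D-luciferin and 10uM ATP (Km levels) in 50mM Tris acetate pH 7.5, 10mM Mg acetate, 0.01% Tween-20, 0.05% BSA; qHTS 6-point titration, ~60 µM downward; luminescence read.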
KCNH2 3.1 block – KCNH2 3.1 (human) potassium channel inhibition | U2OS KCNH2 3.1, thallium flux FluxOr; hits give low values | activity change, % (tested at about 1.8 µM) | 0.95% of 340,000 active;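 active means maximum activity change below -70%; inconclusive means maximum activity change from -70% to -50%; inactive means maximum activity change above -50%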;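 further: thallium influx rate constant from kinetic fluorescence after stimulation buffer; on the % scale 0 is the no-effect control and ±100 the full control effect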
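Virally transduced U2OS (3.1 isoform, 4 h infection in dark at RT) → overnight 37 C → FluxOr + Red40 in HBSS/HEPES, 45 min → stimulation buffer, 2 min kinetic read → rate constant vs DMSO controls.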
Starred values were filed as active, the others as inactive; ? = inconclusive; nt = no result given; [ ] = dose if it differs, or a comment. Unless noted, the call rests on the fitted dose curve; in most records, active means well fitted curve in the direction sought with a large enough effect; inconclusive means small, poorly fitted or top-dose-only effect, or another doubt; inactive means no such curve, though single readings can be large; an effect the other way counts as inactive or inconclusive. Hits appear at their usual frequency (roughly 14% active in at least one column).

Molecule | Gal4-VP16 FLuc | NPC1 promoter act | RORgamma inh | Giardia killer | Tb PFK inh | FBPA coupling cs | ELG1 genotox | uPA generation | Rab9 promoter act | FLuc counter | KCNH2 3.1 block
Cc1cc(C)n2nc(CC(=O)NCc3ccccc3Cl)nc2n1 | -1% | 7% | 20% | -4 | -5% | -2 | 2% | 1% | -2% | 0% | 3
Cc1cc(=O)oc2c(C)c(OC3CCCCC3=O)ccc12 (stereo unspecified) | 20% | 9% | 6% | -12 | 1% | -2 | 4% | 0% | -2% | 1% | 14
Cc1ccc(Cc2nc(-c3cccnc3)no2)cc1 | -11% | 14% | 4% | -15 | -6% | -3 | 6% | 6% | 7% | ? | nt
CN(C)S(=O)(=O)c1cc(C(=O)OCCn2cnc3c2c(=O)n(C)c(=O)n3C)ccc1Cl | 4% | -4% | 16% | 3 | -4% | 5 | -12% | -3% | -2% | -2% | -2
Cn1ncc(SCc2ccccc2)c(Cl)c1=O | 16µM* | -6% | ? | 1 | 2% | 6 | -6% | -14% | -26% | -4% | -4
CCCC1=C(C(=O)OCC)C(c2c(C)nn(-c3ccccc3)c2Cl)C(C#N)=C(N)O1 (stereo unspecified) | -5% | nt | 12% | -23 | nt | -1 | nt | -4% | nt | -4% | -10
O=C(NC(=S)Nc1ccc2oc(=O)ccc2c1)c1ccco1 | -15% | 24% | -32% | 15 | 2% | -3 | 8% | -4% | 16% | ? | 0
CCC(C(=O)NCc1cccnc1)n1nc(C)n2c(cc3occc32)c1=O (stereo unspecified) | -4% | 0% | -4% | -8 | 1% | 2 | 4% | 0% | -1% | 1% | -13
CCCC(c1nnnn1C(C)(C)C)N1CCN(Cc2ccccc2OC)CC1 (stereo unspecified) | ? | 0% | -6% | -17 | 1% | 0 | -9% | 3% | 0% | -1% | 8
COc1ccc(N2CCN(C(=O)CSc3nnc(COc4cccc5cccnc45)o3)CC2)cc1 | -9% | 1% | 24% | 2 | 5% | 1 | -6% | 2% | -3% | 2% | 4
COc1ccccc1CNC(=O)c1ccc(CS(=O)(=O)c2ccc(C)cc2)o1 | 18% | -1% | 18% | -20 | -23% | 0 | -4% | 5% | 1% | 0% | -6
COc1ccc(/C=N/NC(=O)c2cccnc2)cc1COc1ccc(NC(C)=O)cc1 | 7% | -29% | 2% | -8 | 1% | 0 | ? | -12% | -13% | -18% | 12
CCOC(=O)C1CCCN(CC(=O)Nc2cc(C)cc(C)c2)C1 (stereo unspecified) | -5% | 3% | -14% | 14 | 3% | 1 | 0% | 4% | 7% | -3% | -38
Cc1ccc(C(=O)NCC(c2cccs2)N(C)C)cc1S(=O)(=O)N1CCOCC1 (stereo unspecified) | nt | 3% | nt | 8 | -1% | nt | -1% | -1% | -1% | ? | 21
Nc1c([N+](=O)[O-])c(=O)oc2ccccc12 | 6% | -3% | -42% | -22 | 6% | 1 | -2% | 2% | 11% | 1% | -1
CCOC(=O)N1CCN(C(=O)CSc2ccc(-c3ccc(OC)cc3)nn2)CC1 | 5% | 1% | 28% | -6 | 0% | 0 | 0% | -5% | -6% | 11µM* | -6
COc1ccc2cc3cc(C(=O)N4CCCCC4C)oc3nc2c1 (stereo unspecified) | 0% | 1.1µM* | -5% | -1 | -7% | nt | 2.3µM* | ? | 0.45µM* | 3.4µM* | 9
C/C(=N\O)C(C)(C)Nc1ccc(F)cc1 | -2% | -2% | -2% | 50[activator] | -6% | 7 | -4% | -17% | 6% | 1% | -22
O=C(COC(=O)CCc1nc2ccccc2c(=O)[nH]1)Nc1ccccc1OC(F)F | nt | 0% | nt | -6 | 4% | nt | -3% | 13% | 2% | 6% | 23
COc1ccc(NC(=O)NCCCN2CCC(Cc3ccccc3)CC2)cc1 | -4% | -3% | -6% | 5 | -12% | 3 | -1% | -15% | -1% | 0% | -104*
Cc1ccc(NC(=O)CNc2cccc(S(=O)(=O)N3CCOCC3)c2)cc1F | nt | 1% | nt | -13 | -5% | nt | -4% | 1% | -5% | 6% | -4
Cc1cc(C)n(S(=O)(=O)c2ccccc2[N+](=O)[O-])n1 | 3% | 15% | -32% | -87* | -4% | 0 | -1% | -3% | 2% | 0% | -5
COCCNC(=O)c1ccccc1NC(=O)c1ccccc1SC | 10% | 0% | -35% | -14 | -2% | 1 | 0% | -1% | -3% | -4% | 6
C=CCn1c(SCC(=O)N2CCN(CCO)CC2)nc2sc3c(c2c1=O)CCC3 | 1% | -5% | -1% | 1 | 0% | nt | -2% | -1% | 19% | -1% | nt
CCOc1ccc(/C=C/C(O)=C2/C(=O)NC3(C)CC2c2ccccc2O3)cc1OC (stereo unspecified) | ? | -17% | -37% | 4 | 1% | 1 | -1% | -6% | -14% | -3% | -11

Sorted by the number under Rab9 promoter act (falling): three of the compounds above.
| canonical_smiles | NPC1 promoter act | RORgamma inh | uPA generation | Rab9 promoter act |
| --- | --- | --- | --- | --- |
| Cc1ccc(C(=O)NCC(c2cccs2)N(C)C)cc1S(=O)(=O)N1CCOCC1 (stereo unspecified) | 3% | nt | -1% | -1% |
| CCOC(=O)N1CCN(C(=O)CSc2ccc(-c3ccc(OC)cc3)nn2)CC1 | 1% | 28% | -5% | -6% |
| CCOc1ccc(/C=C/C(O)=C2/C(=O)NC3(C)CC2c2ccccc2O3)cc1OC (stereo unspecified) | -17% | -37% | -6% | -14% |

Looked up by compound from the list above, 2 records:
Molecule | Gal4-VP16 FLuc | NPC1 promoter act | RORgamma inh | Giardia killer | Tb PFK inh | FBPA coupling cs | ELG1 genotox | uPA generation | Rab9 promoter act | FLuc counter | KCNH2 3.1 block
Cn1ncc(SCc2ccccc2)c(Cl)c1=O | 16µM* | -6% | ? | 1 | 2% | 6 | -6% | -14% | -26% | -4% | -4
CN(C)S(=O)(=O)c1cc(C(=O)OCCn2cnc3c2c(=O)n(C)c(=O)n3C)ccc1Cl | 4% | -4% | 16% | 3 | -4% | 5 | -12% | -3% | -2% | -2% | -2

Other results:
Molecule | Gal4-VP16 FLuc | NPC1 promoter act | RORgamma inh | Giardia killer | Tb PFK inh | FBPA coupling cs | ELG1 genotox | uPA generation | Rab9 promoter act | FLuc counter | KCNH2 3.1 block
Cc1nn(-c2ccccc2)c(Cl)c1C(=O)Nc1c(C)n(C)n(-c2ccccc2)c1=O | -5% | 6% | 18% | 8 | 0% | -3 | -3% | 10% | 4% | -1% | 18
Cc1cc(C)nc(SCc2nc3ncccn3c2Br)n1 | -8% | 5% | 8% | -1 | -4% | 1 | 3% | -6% | 5% | 0% | 0
CC1(C)Oc2ccc3ccc(=O)oc3c2-c2cnoc21 | ? | -2% | ? | 6 | 1% | 3 | -12% | 0% | 1% | -13% | -1
Cc1ccc(-c2cc(C(=O)NN=C3CCCC3)c3ccccc3n2)cc1 | ? | 0% | 13µM* | -5 | 5% | 2 | 3% | 1% | -4% | 4.3µM* | 16
Cc1ccc(-n2nc3c(=O)n(CC(=O)NCCc4ccco4)nc(C)c3c2C)cc1 | -3% | -2% | 10% | -19 | -3% | 1 | 0%[9.26 µM] | -22% | -2% | 2% | -8
CC(C)c1ccc(NC(=O)CCCN2C(=S)NC(C)(C)CC2C)cc1 (stereo unspecified) | -3% | -1% | 23% | 28 | 0% | 6 | -2% | -1% | 8% | -13% | -4
CSCC[C@H](NC(=O)OC(C)(C)C)C(=O)N/N=C/c1cccc2cccnc12 | 16µM* | -2% | 7.1µM* | -6 | 1% | 0 | 9% | -2% | -1% | 0% | 2
CC(C)n1nnc2c(=O)oc3ccccc3c21 | ? | 2% | -7% | -3 | -1% | -1 | -1% | 2% | -5% | -2% | nt
COc1ccccc1N1CCN(c2ccc([N+](=O)[O-])cc2Cl)CC1 | -8% | -24% | 30%[10 µM] | 15 | 2% | 0 | -1% | -10% | -28% | 0% | 1
Cn1nnnc1SCCNCC#Cc1ccccc1 | 10% | 1% | 13% | 5 | 3% | 1 | 3% | nt | -3% | 1% | 5
Cc1occc1-c1nnc(SCC(=O)Nc2ccc(F)cc2)n1Cc1ccccc1 | 10% | -1% | 2% | 5 | 16% | 4 | -10% | 4% | -1% | -1% | -39
COc1ccc(CCNC(=O)c2cc(S(=O)(=O)N3CCCCCC3)ccc2OC)cc1OC | nt | -7% | nt | -8 | 3% | nt | -5% | -11% | -4% | -3% | 4
CC(CN1CCC(n2nccc2NC(=O)c2ccccc2Cl)CC1)c1ccccc1 (stereo unspecified) | -2% | -1% | -15% | 16 | -4% | 1 | 0% | 1% | -1% | 3% | nt
Cc1ccc(NC(=O)[C@H](C)NC(=O)C2CCN(C(=O)[C@H](CC(C)C)NC(=O)OC(C)(C)C)CC2)cc1 | 5% | -3% | 2% | 22 | -6% | 3 | 0% | -2% | 2% | 0% | 2
Cc1cc(S(=O)(=O)Nc2nc(CN3CCOCC3)nc3sc4c(c23)CCCC4)ccc1F | 1% | -1% | -2% | 4 | 1% | -1 | -4% | -3% | 0% | 0% | -9
